N-glyco inh: blocks N-linked glycosylation in D54 reporter cells; D54 ERlucT glycosylation luciferase reporter, 24 h; percent of 100 nM tunicamycin response; reporter increase, % at 12.5 µM; hit rate 0.23% among 360,000; AID 588692;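 active means mean luciferase reporter signal, scaled so untreated is 0 and the glycosylation-blocking control 100, at or above a set limit in every replicate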;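 further: luciferase carries N-glycosylation sites so blocking glycosylation raises the light; 0% = median of neutral control wells and 100% = median of 100 nM tunicamycin wells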
hiPSC survival: hiPSC single-cell survival enhancement; ATPlite luminescence; 100% = ROCK inhibitor wells, 0% = DMSO; hit rate 0.044% among 360,000; survival enhancement, % at 20 µM; AID 602274; in the data active means survival enhancement above about 18%;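 further: cells exposed to compounds for 16 hours before the ATP read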
CaV13 FRET inh: Primary screen for inhibitors of IQ motif and Ca2+-dependent inactivation inhibitor domain binding in CACNA1D, Förster resonance energy transfer in living cells, … | inhibition, % at 12.3 µM | HEK cells, CFP/YFP FRET ICDI-IQ, plate reader, 10 min; percent FRET-ratio fall versus neutral wells | AID 743397 | hit rate 0.098% among 340,000;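 active means mean replicate inhibition of at least 30% and at least 1% of replicates passing that level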;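 further: 0% = median of the neutral control wells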
aDG glyco act: increases alpha dystroglycan glycosylation. Pro5-aDG cells, alpha-DG glycosylation AlphaScreen (IIH6); 0% Pro5, 100% B10-LARGE cell signal. activation, % at 10 µM. hit rate 0.22% among 360,000;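 active means activation of at least 8% versus controls, or a plate z-score of at least 8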;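 further: Pro5 are CHO cells carrying HIG-tagged alpha-DG that lacks glycosylation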
PDI turbidity: blocks human protein disulfide isomerase activity; P07237; PDI insulin aggregation turbidity, A650, 90 min; inhibition, % at 10 µM; hit rate 0.052% among 350,000;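 active means mean inhibition across replicates of 30% or more, whatever share of single replicates reach that level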;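 further: absorbance from insulin aggregation driven by PDI reduction with DTT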
Target sequence (P07237 whole entry, looked up): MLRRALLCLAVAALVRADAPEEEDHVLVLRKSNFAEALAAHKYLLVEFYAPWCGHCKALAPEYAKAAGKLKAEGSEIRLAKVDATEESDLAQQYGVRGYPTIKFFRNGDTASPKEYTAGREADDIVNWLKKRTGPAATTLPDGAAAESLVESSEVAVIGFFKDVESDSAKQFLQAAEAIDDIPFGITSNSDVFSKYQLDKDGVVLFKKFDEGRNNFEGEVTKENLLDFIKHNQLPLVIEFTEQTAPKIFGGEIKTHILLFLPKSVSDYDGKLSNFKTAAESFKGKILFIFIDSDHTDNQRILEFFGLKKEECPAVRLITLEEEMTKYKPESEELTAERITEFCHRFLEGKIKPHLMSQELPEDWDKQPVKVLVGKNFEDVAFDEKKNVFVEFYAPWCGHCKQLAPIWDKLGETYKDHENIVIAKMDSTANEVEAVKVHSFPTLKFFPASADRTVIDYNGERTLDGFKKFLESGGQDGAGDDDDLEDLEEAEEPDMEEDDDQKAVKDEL
Cardio protect: modulators protecting cardiomyocytes from myocardial damage. H9c2 cardiomyocytes, H2O2 injury protection, ATPLite, 2 h. protection from H2O2 cell death, % at 20 µM. hit rate 0.63% among 360,000;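 active means compounds giving at least 50% protection of heart cells from peroxide-induced death in the single-dose screen, raw or plate-pattern-corrected value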;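 further: 0% = DMSO wells with peroxide and 100% = DMSO wells without peroxide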
ABCB6 inh MLPCN: blocks the human ABCB6 transporter | K562-ABCB6 porphyrin accumulation, flow cytometry, 1 h; active compounds read low | AID 602162 | fluorescence ratio to DMSO, % at 10 µM | hit rate 0.19% among 360,000;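 active means fluorescence ratio to DMSO below 75%, the collection mean minus 3 SD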;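 further: signal is porphyrin accumulated inside mitochondria; 100% equals median channel fluorescence of DMSO control wells; lower ratio means ABCB6 inhibition with less porphyrin fluorescence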
m5-HT2A agonist: activates the mouse 5-HT2A serotonin receptor; P35363; CHO-K1 mHTR2A beta-arrestin complementation, luminescence; percent of 30 µM serotonin response; activation, % at 7.6 µM; hit rate 0.66% among 360,000;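 active means activation above a run cutoff, the mean activation of all tested compounds plus 3 SD, cut at about 14% in these data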;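 further: 0% = plate median of compound wells and 100% = 30 µM serotonin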
Target sequence (P35363 whole entry, looked up): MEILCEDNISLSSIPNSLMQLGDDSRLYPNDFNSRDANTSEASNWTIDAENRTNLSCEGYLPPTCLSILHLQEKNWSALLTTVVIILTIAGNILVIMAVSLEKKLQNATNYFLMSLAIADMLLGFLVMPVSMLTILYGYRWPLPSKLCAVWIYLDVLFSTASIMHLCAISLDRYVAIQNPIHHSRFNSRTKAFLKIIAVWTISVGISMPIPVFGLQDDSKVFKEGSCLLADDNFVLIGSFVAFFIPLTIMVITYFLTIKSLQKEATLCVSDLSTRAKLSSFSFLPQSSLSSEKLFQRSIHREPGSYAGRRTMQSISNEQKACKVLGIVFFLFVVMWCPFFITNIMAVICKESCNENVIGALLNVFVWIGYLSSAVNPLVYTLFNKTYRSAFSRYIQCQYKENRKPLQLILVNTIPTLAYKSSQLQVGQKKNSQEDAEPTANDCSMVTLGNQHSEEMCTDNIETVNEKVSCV
Vif inh: blocks HIV Vif function | HEK293T cells, Vif self-association by quenched fluorescence, imaging, 24 h | inhibition, % at 7.49 µM | hit rate 0.35% among 340,000 | AID 602346; in the data active means inhibition above about 50%, passing the limit was not always enough; further: some results filed as inactive read as strong as hits
Granule exo inh: lytic granule exocytosis inhibition. TALL-104 LAMP-1 surface exposure, flow cytometry; cells stimulated with thapsigargin and PMA. inhibition, % at 10 µM. hit rate 0.66% among 360,000. AID 651702;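 active means inhibition above about 55%, limit read from the data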
An asterisk follows results filed as active; x = not tested or not shown.

1: Clc1ccc(-c2n[nH]c3c2CCCC3)cc1
2: Cc1c(NC(=O)CN2C(=O)NC(CCc3ccccc3)C2=O)c(=O)n(-c2ccccc2)n1C (stereo unspecified)
3: O=C(COc1ccc([N+](=O)[O-])cc1)Nc1cccc(C(=O)Nc2ccccc2C(=O)O)c1
4: O=C(Cn1nc(C(=O)O)c2ccccc2c1=O)Nc1ccc(F)cc1F
5: COc1cc(N2C(=O)CC3(CCCC3)CC2=O)cc(OC)c1OC
6: CC1CCN(C(=O)CSc2nnc(Cn3c(=O)sc4ccccc43)n2C)CC1

assay / compound | 1 | 2 | 3 | 4 | 5 | 6
N-glyco inh | -1 | 1 | 1 | 1 | 3 | 0
hiPSC survival | 2.1 | 3.3 | -0.2 | 0.9 | 0.1 | 0.5
CaV13 FRET inh | 3 | -7 | -6 | -4 | -4 | 21
aDG glyco act | 0.1 | -0.1 | -0.3 | 0.0 | -0.2 | 0.2
PDI turbidity | 6 | 1 | -15 | 3 | 10 | x
Cardio protect | -1 | -3 | 1 | 21 | 5 | -10
ABCB6 inh MLPCN | 93 | 97 | 101 | 105 | 96 | 101
m5-HT2A agonist | -7 | 2 | 8 | 4 | 1 | 4
Vif inh | -23 | 0 | -2 | 1 | -2 | -2
Granule exo inh | 0 | -4 | 11 | -2 | 8 | 3

7: Cc1cc(C)cc(Cn2cc(CN3CC(N4CCN(CCO)CC4)CS3(=O)=O)nn2)c1 (stereo unspecified)
8: CC(=O)Nc1cccc(-c2ccnc3c2CC(C(=O)NCC2CC2)O3)c1 (stereo unspecified)
9: Nc1nc(N)nc(-c2ccc([N+](=O)[O-])o2)n1
10: CCOC(=O)/C=C1\CN(Cc2ccc(OC)cc2)S(=O)(=O)c2ccccc21
11: CCOC(=O)N1CCN(CC(O)COc2cc(C)ccc2C(C)C)CC1 (stereo unspecified)
12: S=c1[nH]nc(COc2ccccc2)n1/N=C/c1ccc(Cl)c(Cl)c1

assay / compound | 7 | 8 | 9 | 10 | 11 | 12
N-glyco inh | x | 1 | 3 | -2 | 4 | 2
hiPSC survival | -0.1 | 1.7 | 0.5 | -1.4 | 3.4 | -0.7
CaV13 FRET inh | -8 | -18 | -10 | -5 | -4 | -17
aDG glyco act | 0.1 | -0.4 | 2.4 | 0.5 | 0.0 | -0.1
PDI turbidity | x | -1 | 1 | 9 | 6 | -52
Cardio protect | x | 2 | 1 | -1 | 0 | -2
ABCB6 inh MLPCN | 98 | 99 | 95 | 98 | 97 | 96
m5-HT2A agonist | -3 | 2 | 2 | 1 | -5 | 1
Vif inh | x | 3 | 11 | -11 | -6 | -7
Granule exo inh | -2 | -2 | 7 | -6 | -5 | 21

13: Cc1cccc(NC(=O)Nc2nnc(-c3ccccc3)o2)c1
14: Cc1ccc(NC(=O)COC(=O)CN2C(=O)c3ccccc3C2=O)cc1S(=O)(=O)N(C)C
15: CCOc1ccccc1CN1CCN(Cc2ccc(C)o2)CC1CCO (stereo unspecified)
16: COc1ccc(NC(=O)CSc2nc(C)cs2)c(OC)c1
17: CCCC(=O)Nc1ccc(C(=O)NNC(=O)c2ccco2)cc1
18: O=C(NCC1CC1)C1(C(F)(F)F)CC(CCc2ccccc2)CCCO1 (stereo unspecified)

assay / compound | 13 | 14 | 15 | 16 | 17 | 18
N-glyco inh | 0 | 1 | 2 | 1 | 1 | 4
hiPSC survival | 1.1 | -0.6 | 1.0 | 1.2 | 5.1 | -2.8
CaV13 FRET inh | -7 | -6 | -5 | -2 | -5 | -12
aDG glyco act | 0.1 | 0.3 | 0.1 | -0.1 | 0.0 | 0.2
PDI turbidity | 18 | 1 | -6 | 10 | 1 | -9
Cardio protect | 2 | -2 | 6 | 4 | 3 | -2
ABCB6 inh MLPCN | 99 | 96 | 100 | 96 | 104 | 96
m5-HT2A agonist | 7 | -5 | -7 | 9 | 3 | -3
Vif inh | -2 | 1 | x | 3 | -1 | -1
Granule exo inh | -2 | -3 | 0 | -1 | -4 | -4

The list goes on; it opens with the 3 that closed the last part.
16: COc1ccc(NC(=O)CSc2nc(C)cs2)c(OC)c1
17: CCCC(=O)Nc1ccc(C(=O)NNC(=O)c2ccco2)cc1
18: O=C(NCC1CC1)C1(C(F)(F)F)CC(CCc2ccccc2)CCCO1 (stereo unspecified)
19: O=C1Nc2ccccc2C1Cc1ccc(OC(F)(F)F)cc1 (stereo unspecified)
20: OC(COCc1ccccc1)CN1CCCC1 (stereo unspecified)
21: Cc1cc(OCC(=O)Nc2nccs2)c2c(C)cc(=O)oc2c1
22: CC(C)n1cc(CN2CCN(CCc3ccccc3)C(CCO)C2)cn1 (stereo unspecified)
23: CCNC(=O)C1CCCN(C(=O)c2ccc(F)c(Cl)c2)CC1 (stereo unspecified)
24: COc1cc(NC(=S)NCCc2ccc(S(N)(=O)=O)cc2)c(OC)cc1Cl

assay / compound | 16 | 17 | 18 | 19 | 20 | 21 | 22 | 23 | 24
N-glyco inh | 1 | 1 | 4 | -2 | -1 | 2 | -3 | 2 | -1
hiPSC survival | 1.2 | 5.1 | -2.8 | 0.0 | 0.1 | 0.6 | -0.8 | 0.7 | 2.5
CaV13 FRET inh | -2 | -5 | -12 | -4 | -8 | -3 | -9 | -5 | 6
aDG glyco act | -0.1 | 0.0 | 0.2 | -0.2 | 0.0 | 0.1 | -0.1 | 0.1 | 0.8
PDI turbidity | 10 | 1 | -9 | -1 | 21 | 7 | 10 | -3 | 1
Cardio protect | 4 | 3 | -2 | -3 | 0 | 5 | -3 | 4 | 0
ABCB6 inh MLPCN | 96 | 104 | 96 | 93 | 97 | 99 | 99 | 100 | 100
m5-HT2A agonist | 9 | 3 | -3 | -1 | 1 | 3 | -5 | 2 | 0
Vif inh | 3 | -1 | -1 | -12 | -2 | 1 | 6 | -6 | 0
Granule exo inh | -1 | -4 | -4 | 1 | -4 | 2 | -4 | -5 | -2

25: O=C(NC(=Nc1ccccc1)N1CCOCC1)Nc1ccccc1
26: COc1ccc2c(c1)c(=O)c(C(=O)c1ccc(F)cc1)cn2CC(=O)Nc1ccc(F)cc1
27: COc1ccc(C2NC(C(=O)O)Cc3c2[nH]c2ccccc32)cc1OC (stereo unspecified)
28: O=C(N/N=C/c1cccnc1)c1ccc([N+](=O)[O-])cc1
29: CCCCN(C)CCNC(=O)c1cc2c(-c3cccc(OC)c3)nn(C)c2s1
30: CCC(=O)Nc1cc(C(=O)OCC(=O)c2ccc(Cl)cc2Cl)ccc1C

assay / compound | 25 | 26 | 27 | 28 | 29 | 30
N-glyco inh | 1 | 0 | 0 | 0 | -1 | -1
hiPSC survival | -0.7 | 4.0 | -2.0 | -1.2 | -0.7 | -2.5
CaV13 FRET inh | -8 | -6 | x | -6 | -19 | -6
aDG glyco act | -0.1 | 0.0 | 0.2 | -0.1 | -0.1 | 0.2
PDI turbidity | -4 | -1 | 2 | 3 | -5 | -3
Cardio protect | -4 | -7 | 3 | -22 | -1 | -3
ABCB6 inh MLPCN | 89 | 95 | 89 | 104 | 103 | 95
m5-HT2A agonist | 4 | -3 | 6 | 0 | -10 | 2
Vif inh | x | -4 | 4 | 7 | 0 | -22
Granule exo inh | 0 | 8 | -1 | -2 | 5 | -2

31: Cc1ccc(NS(=O)(=O)c2ccc(-n3cccn3)cc2)cc1Cl
32: Cc1ccsc1/C=N/NC(=O)c1nnn(-c2nonc2N)c1C
33: Cc1cccc2c(N=Nc3ccc(S(=O)(=O)Nc4cccc(Cl)c4)cc3[N+](=O)[O-])c(O)[nH]c12
34: CCOC(=O)C(=O)Nc1nc(-c2ccccc2)c(CC)s1
35: CCOC(=O)C1CCN(C(=O)COC(=O)c2ccc3[nH]c4c(c3c2)CCCC4)CC1
36: Cc1ccc(CN2CCC(n3nccc3NC(=O)CCOc3ccccc3)CC2)o1

assay / compound | 31 | 32 | 33 | 34 | 35 | 36
N-glyco inh | 0 | 1 | -1 | 0 | 1 | 2
hiPSC survival | -2.9 | -0.6 | -1.9 | -0.8 | -0.3 | 2.1
CaV13 FRET inh | -5 | -4 | -3 | -2 | -15 | -6
aDG glyco act | 0.3 | -0.1 | -0.4 | 0.0 | 0.1 | 0.2
PDI turbidity | 9 | -1 | -3 | -8 | 0 | -1
Cardio protect | -8 | 6 | -4 | 12 | -2 | 0
ABCB6 inh MLPCN | 100 | 89 | 104 | 96 | 93 | 97
m5-HT2A agonist | 4 | 1 | 4 | 0 | -10 | -10
Vif inh | -4 | 7 | 3 | x | x | 2
Granule exo inh | -2 | -10 | -2 | -2 | -2 | 0

37: Cc1cc(Cl)ccc1OCCCC(=O)NCc1ccncc1
38: COc1ccc(CCN(C)C(=O)C2CC(=O)N(Cc3ccc(C)cc3)C2)cc1OC (stereo unspecified)
39: O=C(CSc1nc2ccccc2o1)N/N=C/c1ccccc1
40: CCOC(=O)[C@]12CCCC=C1N(Cc1ccccc1)C(=O)[C@H](CC(=O)NCc1ccc(C)o1)C2
41: CC(=O)Nc1cccc(C(=O)NC2CCCc3c2cnn3-c2cc(C)cc(C)c2)c1 (stereo unspecified)
42: CC1CC2(C)Oc3ccccc3CC2C(C)C1CNCCCN(C)C (stereo unspecified)

assay / compound | 37 | 38 | 39 | 40 | 41 | 42
N-glyco inh | -1 | 1 | 1 | x | -3 | -7
hiPSC survival | -0.6 | 0.5 | -0.7 | x | 0.9 | -4.6
CaV13 FRET inh | -2 | -3 | -17 | -16 | -5 | -13
aDG glyco act | 0.0 | 1.8 | 0.0 | -0.1 | 0.3 | -0.8
PDI turbidity | -8 | -8 | -1 | x | 1 | 4
Cardio protect | 4 | -1 | -3 | x | 0 | -27
ABCB6 inh MLPCN | 98 | 93 | 99 | x | 103 | 103
m5-HT2A agonist | 2 | -4 | 0 | -1 | 2 | 5
Vif inh | -6 | -2 | -4 | x | 2 | -1
Granule exo inh | 0 | 2 | 1 | -6 | -2 | 44

43: O=C(O)c1ccc2c(c1)C(=O)N(c1nccs1)C2=O
44: COc1ccc(C2OC[C@H]3O[C@H](O)[C@H](NC(C)=O)[C@@H](O)[C@@H]3O2)cc1 (stereo partly specified)
45: Cc1cc(C(=O)OCC(=O)NCc2ccco2)c(C)o1
46: O=[N+]([O-])c1ccc(COc2ccc(-c3[nH]ncc3-c3ccc(Cl)cc3)c(O)c2)cc1
47: C=CCOc1ccccc1CNCc1ccc(F)cc1
48: COC(=O)CSc1nc(N)c(C#N)c(C(C)C)c1C#N
49: COc1ccc(NC(=S)N(CCCN2CCCC(C)C2)Cc2cccs2)cc1 (stereo unspecified)

assay / compound | 43 | 44 | 45 | 46 | 47 | 48 | 49
N-glyco inh | 0 | 2 | 1 | -10 | -2 | 1 | 1
hiPSC survival | -0.1 | 0.1 | 0.1 | -0.3 | 3.2 | 5.3 | -0.8
CaV13 FRET inh | -3 | -11 | -7 | -5 | -16 | -6 | -7
aDG glyco act | -0.2 | -0.3 | 0.0 | 1.2 | 0.1 | -0.2 | 0.1
PDI turbidity | 1 | 4 | -1 | -7 | -6 | 0 | -4
Cardio protect | 2 | -2 | 2 | -11 | -7 | -4 | 11
ABCB6 inh MLPCN | 97 | 98 | 104 | 102 | 100 | 89 | 98
m5-HT2A agonist | 2 | 6 | 4 | 1 | -1 | 0 | -6
Vif inh | 1 | 0 | 5 | -17 | -4 | -3 | 0
Granule exo inh | 6 | 1 | 0 | 9 | -1 | -2 | -2

From PubChem BioAssay

The order is random, and some 3.1% of all compounds hit somewhere here.
